# Screening results from PubChem.
# Insulin prom up = insulin promoter activators in MIN6 cells, imaging, high-content screening, mouse beta cells. MIN6 insulin promoter-GFP reporter; stronger effect = higher value. z-score at 5 µM. 190,000 compounds, 0.3% hits;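 active means z-score above 3 at 5 µM with at least 500 cells counted in the well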
# CSM14.1 death rescue = rescue of cells from ER stress-induced death, primary screen, 384-well, CSM14.1, thapsigargin, ATP luminescence (AID 1222); CSM14.1 thapsigargin-induced death rescue, ATP luminescence; higher % means a stronger effect; cellular ATP content (survival), % at 20 µM; hits with a dose series show EC50 in µM; 190,000 tested, under 10 active;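 active means EC50 below 50 µM in the dose-response confirmation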;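 further: death triggered by thapsigargin at about 15 µM added after 2 h compound pretreatment; cell ATP read after overnight thapsigargin exposure of roughly 18 to 22 hours; normalized against plate controls of thapsigargin alone and 5% DMSO vehicle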
# Autophagy HCS = autophagy modulators in MEF cells, primary screen, imaging, high-content, MEF GFP-LC3; 190,000 compounds, 0.98% hits; MEF GFP-LC3 puncta imaging; test concentration mostly 10 µM; calls only at 10 µM (by protocol);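 active means percentage of spot-positive cells more than 3 SD above its plate mean, without a fluorescence outlier flag or 80% toxicity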;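 further: spot-positive cell cutoff set from DMSO-treated cells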
# bCat nuc transl = modulators of beta-catenin nuclear translocation, primary screen, imaging, HeLa cells, immunofluorescence, high-content. 190,000 compounds, 0.3% hits. nuclear translocation activity, % at 5 µM;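 active means nuclear translocation activity above 50% at 5 µM, with a well cell count of 50 or more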;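 further: per-cell ratio of nuclear to cytoplasmic median beta-catenin stain intensity; plate controls were DMSO negative control for no effect and GSK-3 inhibitor IX positive control for full effect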
#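 Technique: fluorescence imaging of beta-catenin antibody stain plus DAPI / Material: human HeLa cell line / Incubation: compound treatment 24 h, 37°C, 5% CO2 / Read-out basis: % activation of per-cell nuclear versus cytoplasmic median beta-catenin signal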
# M17LAP inhibition = P. falciparum M17LAP inhibitors, primary screen, biochemical, fluorogenic H-Leu-NHMec substrate, 1536-well (AID 1619); Leucine aminopeptidase (Plasmodium falciparum (isolate 3D7)); recombinant M17LAP, H-Leu-NHMec fluorogenic kinetic assay; higher % means a stronger effect; one-dose inhibition, % at 30 µM; IC50 in µM for titrated hits; 220,000 compounds, 0.38% hits;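 active means compound inhibiting the enzyme by more than half at any dose during confirmatory dose-response retesting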;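 further: plate controls were full reaction with DMSO carrier for no effect and no enzyme background for full effect; strong numbers were not always called active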
# P. falciparum M1AAP = P. falciparum M1AAP inhibitors, biochemical, fluorogenic H-Leu-NHMec substrate, 1536-well (AID 1445); 220,000 compounds, 0.42% hits; inhibition, % at 30 µM; hits with a dose series show IC50 in µM; recombinant M1AAP, H-Leu-NHMec fluorogenic kinetic assay; higher % means a stronger effect; Aminopeptidase N (Plasmodium falciparum (isolate 3D7));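 active means primary inhibition above the hit cutoff, then over 50% inhibition at one or more dose response concentrations, cut at about 23% in these data, passing the limit was not always enough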;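 further: plate controls were DMSO full reaction for no effect and no enzyme background for full effect; strong numbers were not always called active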
# K1F lysis inhibition = inhibition of K1F phage lysis, E. coli UTI89, bacterial capsule biogenesis inhibitors, alamar blue (AID 488966); E. coli UTI89 K1F phage lysis, alamar blue, 2 h; higher % means a stronger effect; one-dose inhibition, % at 100 µM; IC50 in µM for titrated hits; 340,000 compounds, 0.02% hits;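 active means phage lysis inhibition, versus mean bacterial control, above a set limit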;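 further: capsule biogenesis inhibitors block K1F phage lysis so surviving cells raise fluorescence; higher fluorescence means more inhibition of phage lysis; actives were called in the ten point dose series up to 300 µM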
# Dynein cargo inh = inhibitors of GR-EGFP nuclear translocation, primary screen, dynein cargo transport inhibitor project, imaging, high-content, 3617.4 mouse cells; AID 1381, 2008; z-score, hits read low; 220,000 compounds, 0.47% hits; test concentration mostly 20 µM; stimulated with dexamethasone, 1 µM; stronger effect = lower value;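 active means plate z-score of nuclear minus cytoplasmic receptor signal below a set negative limit, without overly bright fluorescence or cell loss, cut at about -3.5 in these data, passing the limit was not always enough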;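 further: z-score of nuclear minus cytoplasmic ring GR-EGFP intensity difference per well; some compounds called inactive have numbers as strong as hits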
#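 Buffer or medium: tetracycline-free induction medium containing charcoal-stripped FBS / Reagent: dexamethasone agonist, 1.0 µM final, for 30 min / Technique: automated 10x imaging of fixed Hoechst-stained cells / Times: induction 48 h, compound 1 h, agonist 30 min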
# MT stabilizer = microtubule stabilizers in HeLa cells, primary screen, imaging, high-content imaging. 200,000 compounds, 0.83% hits. HeLa tubulin immunostaining HCS, 24 h; share of cells brighter than vehicle mean+2SD. % tubulin-high responders, % at 10 µM;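 active means plate Z-score above 3 for both tubulin-high and condensed-nucleus cell shares, with cell loss under 80%, at 10 µM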;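 further: anti alpha tubulin signal scored within the nucleus-defined area of each cell; some results filed as inactive read as strong as hits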
# Dynein cargo inh cytoplasmic EGFP = also measured in Dynein cargo inh; calls as there; z-score; measured here: cytoplasmic GR-EGFP intensity; stronger effect = higher value
# Dynein cargo inh nuclear GR-EGFP = second read-out of Dynein cargo inh, no call of its own (marks repeat the call); z-score; measured here: nuclear GR-EGFP intensity;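 lower value marks the stronger effect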
# Dynein cargo inh cell count = also measured in Dynein cargo inh; calls as there; z-score; measured here: cell count per field
# Insulin prom up cell count = recorded beside Insulin prom up, whose call it bears; cell count; measured here: cytotoxicity, nuclei count;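 total cells summed across four imaged fields per well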
# bCat nuc transl cell count 5 µM = further read-out of bCat nuc transl, marked with its call; cell count; measured here: cell count, cytotoxicity flag
# MT stabilizer Hoechst-high % = further read-out of MT stabilizer, marked with its call; % Hoechst-high responders; measured here: nuclear condensation Hoechst responders;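 share of cells brighter than vehicle mean plus two SD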
# MT stabilizer cytotoxicity % = recorded beside MT stabilizer, whose call it bears; toxicity, %; measured here: cytotoxicity by cell density;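 0% = mean cell density of plate MIN control wells and 100% = no cells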
# Autophagy HCS cell loss 18 h = recorded beside Autophagy HCS, whose call it bears; toxicity, %; measured here: cell loss, nuclei count;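 cell loss after 18 h compound exposure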
# * = called active by the depositor; i = inactive; nt = not tested or not shown.
SMILES,Insulin prom up,Insulin prom up cell count,CSM14.1 death rescue,Autophagy HCS,Autophagy HCS cell loss 18 h,bCat nuc transl,bCat nuc transl cell count 5 µM,M17LAP inhibition,P. falciparum M1AAP,K1F lysis inhibition,Dynein cargo inh,Dynein cargo inh cytoplasmic EGFP,Dynein cargo inh nuclear GR-EGFP,Dynein cargo inh cell count,MT stabilizer,MT stabilizer Hoechst-high %,MT stabilizer cytotoxicity %
CCOc1ccc(OCC)c(S(=O)(=O)N2CCC(C)CC2)c1,-0.06,915,-0.4%,i,-1.2,-0.9,1045,6.8%,-2.0%,-1.1%,0.689,-0.265,0.433,0.388,3.3,1.9,3.8
C=CCn1c(=O)c2c(C)c(C)sc2n2c(Nc3ccc(OC)cc3)nnc12,0.13,1411,3.0%,i,30.3,2.9,1213,8.0%,12.5%,0.6%,-0.455,-0.141,-0.3,0.822,2.4,2.4,3.8
Cc1cc(C)n2nnnc2c1C#N,0.56,1873,-2.1%,i,8.4,-1.2,1102,1.5%,4.5%,0.1%,-0.592,-0.369,-0.477,0.748,3.5,2.6,12.3
N#Cc1ccc(-c2cccnc2)nc1SCc1ccc(Cl)cc1Cl,-0.99,1454,-2.0%,i,-4.5,2.5,1379,-6.3%,-21.7%,2.9%,0.415,-0.0772,0.57,-0.0735,2.3,1.6,6.6
CC(C)CNC(=O)C1CC(=O)OC12CCCCC2 (stereo unspecified),nt,nt,-1.2%,i,0.9,0.3,1062,10.2%,0.1%,-0.2%,1.66,0.656,1.2,-1.12,2.3,1.4,5.7
C=CCn1c(=N)c(C#N)cc2c(=O)n3ccccc3nc21,-0.01,1187,-1.4%,i,-8.9,-1.9,1159,-43.8%,7.2%,-0.4%,-0.232,-0.279,-0.455,-0.412,4.4,1.8,6.3
Cc1ccc(N(C(=O)c2csnn2)C(C(=O)NC(C)(C)C)c2cccs2)cc1 (stereo unspecified),0.04,1592,7.4%,i,1.0,0.1,1375,5.2%,2.1%,1.1%,0.388,-0.161,0.208,-0.642,1.7,1.7,4.1
CCOc1ccc2nc(SCC#N)c(C#N)cc2c1,nt,nt,0.3%,i,-1.5,-1.0,850,-2.4%,6.1%,0.3%,1.42,0.0756,-0.213,-0.717,1.8,1.6,11.5
CSC1=C(C#N)C(C)CC(=O)N1 (stereo unspecified),0.7,1117,-1.7%,i,2.3,-0.3,546,2.7%,1.5%,3.9%,-0.185,-0.275,0.941,-0.146,4.0,2.8,2.6
Cc1c([N+](=O)[O-])cc(S(=O)(=O)Nc2ccncc2)cc1[N+](=O)[O-],0.01,1597,-0.3%,i,4.3,-0.5,1054,3.9%,-2.0%,-0.2%,-0.116,-0.158,0.191,-0.807,3.0,2.0,5.1
COc1ccc(Nc2nc(N)nc(CSc3nccc(C)n3)n2)cc1,0.01,1287,2.7%,i,-20.5,1.7,1095,5.8%,3.0%,0.1%,-0.277,-0.201,-0.0221,1.07,1.8,2.0,5.3
COc1ccc(OC)c(/C=c2\sc3nc(-c4cccs4)nn3c2=O)c1,-0.01,1805,-1.1%,i,-8.0,-1.6,1063,25.1%,6.5%,0.1%,-0.583,-0.0337,-0.0731,1.3,5.1,2.9,10.0
Cc1ccc(/C=N/Nc2cc(C)nc(NCc3ccccc3)n2)cc1,-0.52,1078,nt,nt,nt,0.2,1008,-5.5%,0.0%,2.6%,0.656,-0.285,-0.0378,-0.23,nt,nt,nt
Cc1ccc2nc3c(c(C(=O)OCC(=O)N(C)C4CCS(=O)(=O)C4)c2c1)CCCC3 (stereo unspecified),-0.57,1286,-0.3%,i,3.0,-0.9,1152,-11.6%,2.6%,-0.7%,0.508,0.0989,0.461,-0.614,3.4,1.4,7.1
CN1C(C(=O)c2ccccc2)=C(N)c2ccccc2S1(=O)=O,nt,nt,2.2%,i,22.6,0.4,966,-0.1%,5.7%,0.5%,0.711,-0.232,0.453,0.444,3.3,2.0,0.8
COc1ccc(N2C(=O)CSC23C(=O)N2c4c(cccc43)C(C)=CC2(C)C)cc1 (stereo unspecified),-0.23,1041,0.5%,i,-12.8,nt,nt,11.1%,9.9%,1.1%,-0.413,-0.0573,-0.105,0.533,2.5,1.6,6.7
CN1C(=O)/C(=C/C=C2/CCCN2C)N(C)C1=S,0.64,1482,0.6%,i,4.6,2.0,1038,nt,nt,2.2%,-0.742,-0.342,-0.142,1.16,2.9,1.5,8.7
CC(C)(C)Cc1nnc(NS(C)(=O)=O)s1,nt,nt,nt,i,0.1,nt,nt,nt,nt,2.1%,-0.846,-0.202,-0.436,0.732,3.3,2.3,6.7
C#CCOCCOCCOCCNc1nc(N2CCN(C(=O)[C@H](Cc3cc4ccccc4[nH]3)n3cc(C(N)CC(C)C)nn3)CC2)nc(N2CCN(C(=O)[C@H](CCC(=O)O)n3cc(C(N)[C@H](C)CC)nn3)CC2)n1 (stereo partly specified),-0.87,1411,-0.1%,i,-16.2,1.6,1072,3.9%,20.2%,0.5%,-0.232,-0.261,0.156,0.0326,3.4,1.2,8.1
CCOCCc1nnc(NC(=O)c2cccs2)s1,-1.15,1293,-1.2%,i,0.5,nt,nt,18.1%,0.5%,-1.7%,0.66,-0.245,0.636,1.44,2.6,2.0,13.0
CCOc1cccc(CNc2ccc(O)cc2)c1OCc1ccc(Cl)cc1Cl,-0.28,1259,2.9%,i,57.3,2.2,1161,13.2%,-0.6%,0.7%,2.57,0.0777,1.6,-2.05,2.1,1.0,3.3
O=C(COC(=O)C(c1ccccc1)c1ccccc1)NCc1ccco1,-0.28,1146,-1.4%,i,-1.7,1.6,1131,3.3%,5.1%,-0.3%,1.46,0.00218,0.693,-2,1.6,1.3,0.3
CCCC1(c2ccccc2)NC(=O)N(CCN2C(=O)c3ccccc3C2=O)C1=O (stereo unspecified),2.18,1317,-2.0%,i,-1.2,0.1,1468,-5.9%,5.8%,0.7%,0.198,-0.286,0.232,0.375,3.0,1.9,7.1
O=C(Nc1ccc(S(=O)(=O)Nc2ncccn2)cc1)c1ccc(Br)s1,nt,nt,1.0%,i,-2.3,-2.8,1229,-4.0%,9.6%,1.0%,-0.141,-0.212,0.565,0.636,3.0,1.6,4.8
CCCCN1CCCC1CNC(=O)c1cc(C#N)c2ccccc2c1OC (stereo unspecified),0.65,1462,-2.5%,nt,nt,-2.1,1159,-5.0%,4.8%,nt,nt,nt,nt,nt,nt,nt,nt
COc1cc(NS(=O)(=O)c2ccc(NC(=O)c3ccc(S(=O)(=O)N4CCCCC4)cc3)cc2)ncn1,-0.32,1120,-0.3%,i,-2.8,0.0,1051,22.6%,2.0%,-0.9%,-0.0692,-0.26,0.018,0.0277,2.8,3.6,9.4
CCNC(=S)N1CCN(CCN=CC2=C(O)CC(C)(C)CC2=O)CC1,-0.22,1141,nt,nt,nt,0.8,1280,8.6%,0.7%,0.1%,0.425,-0.25,0.789,-0.347,nt,nt,nt
Cc1ccc(OCC(=O)Nc2ccc(N3CCN(C(=O)c4ccco4)CC3)cc2)cc1C,-0.53,1494,1.6%,i,5.3,4.2,898,4.8%,1.9%,-0.1%,0.892,-0.14,0.841,-0.614,3.7,1.9,8.4
O=C(O)CC(=O)Nc1ccccc1C(=O)O,nt,nt,-2.6%,i,-3.0,-2.4,1231,-0.3%,10.4%,4.8%,0.477,-0.0638,0.325,0.125,2.4,1.4,7.0
CCOC(=O)C1CCN(C(=O)c2ccccc2N(C)S(=O)(=O)c2ccccc2)CC1,0.3,1380,-0.7%,i,5.7,-0.8,571,23.4%,-0.7%,1.5%,0.679,-0.249,0.445,0.242,2.1,1.3,5.6
NC(N)=Nc1nc2ccc([N+](=O)[O-])cc2[nH]1,0.34,1360,nt,nt,nt,-2.6,1145,14.1%,12.5%,0.7%,1.28,-0.102,0.774,-1.68,nt,nt,nt
O=C(/C=C/c1ccc(Cl)cc1)Nc1ccc(N2CCOCC2)cc1,0.26,1420,-0.1%,i,6.5,1.6,1564,3.1%,3.0%,0.1%,-0.262,-0.312,0.144,0.842,4.4,2.8,6.9
Cc1nc(SCC(=O)NCc2ccccc2)c2c(=O)n(C)c(=O)n(C)c2n1,0.31,1974,5.3%,i,6.0,-0.1,1046,5.2%,2.4%,0.0%,-0.676,-0.122,-0.242,-0.548,2.0,2.0,7.4
CC(C(=O)NCC1CCCCC1)N1CCN(S(=O)(=O)c2ccccc2F)CC1 (stereo unspecified),-1.07,1584,-1.8%,i,45.3,-3.1,1088,-4.7%,0.2%,-0.1%,-0.868,-0.201,-0.617,-0.118,3.0,2.1,6.8
